# AHR act – activates the human aryl hydrocarbon receptor. activation, % at 5 µM. AID 2796. hit rate 2.5% among 320,000. P35869. AHR-responsive luciferase reporter cells, luminescence; in the data active = activation above about 47%;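 note: 0% = vehicle wells and 100% = reference agonist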
# TPT1 inhibitor – inhibitors of Candida albicans tRNA 2'-phosphotransferase TPT1; recombinant caTPT1, FP RNA substrate dephosphorylation; inhibition, % at 5 µM; hit rate 0.81% among 300,000; AID 1962;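 active = inhibition above the mean of all tested compounds plus 3 SD, set per screening campaign, cut at about 24% in these data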;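 note: plate controls were DMSO alone for no effect and ferristatin control at 100 nM for full effect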
# proCasp7 act – counter-screen for procaspase-3 activators: activators of human procaspase-7. recombinant procaspase-7, Ac-DEVD-pNA absorbance 405 nm; D23A/D198A/D206A triple mutant, cannot self-cleave; scale: DMSO 0, 5 µM enzyme 100. activation, % at 8.5 µM. P55210. hit rate 0.093% among 330,000;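 active = percent activation above the screen-wide mean plus 3 SD, cut at about 25% in these data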
#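 System: Procaspase-7 triple mutant (PC-7 D3A); measure: % activation from two-timepoint absorbance difference, scaled to controls; times: 1 h compound preincubation, 2 h substrate cleavage, 25 °C; also added: Ac-DEVD-pNA substrate, 400 µM as added; measured by: Epi-absorbance of released pNA at 405 nm, two timepoints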
# proCasp3 act – procaspase-3 (human) activation. recombinant procaspase-3 D3A, Ac-DEVD-pNA absorbance 405 nm. hit rate 0.11% among 330,000. P42574. activation, % at 8.5 µM. AID 463141;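 active = activation above the mean of all tested compounds plus 3 SD, cut at about 21% in these data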;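 note: 0% = DMSO alone and 100% = DMSO wells spiked with extra 5 µM PC-3 D3A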
# Target sequence (P42574 whole entry D9A/D28A/D175A): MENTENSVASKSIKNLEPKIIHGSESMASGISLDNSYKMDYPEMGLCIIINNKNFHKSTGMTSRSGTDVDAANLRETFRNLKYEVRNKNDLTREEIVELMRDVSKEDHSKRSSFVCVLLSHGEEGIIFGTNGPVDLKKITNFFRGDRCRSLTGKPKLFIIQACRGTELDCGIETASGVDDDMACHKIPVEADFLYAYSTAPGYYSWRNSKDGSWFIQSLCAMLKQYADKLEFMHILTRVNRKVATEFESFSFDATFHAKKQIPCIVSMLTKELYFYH
#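 Assay system – Procaspase-3 D3A mutant, all three cleavage aspartates alanine · Controls – DMSO-only low control, 5 µM PC-3 D3A high control · Schedule – 1 h compound preincubation, 2 h substrate hydrolysis at 25 °C · Signal – 405 nm absorbance of p-nitroaniline, reads at 0 and 120 min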
# PAFAH2 FP inh – inhibitors of human PAFAH2; Q99487; hit rate 0.99% among 340,000; AID 492956; inhibition, % at 3.39 µM; recombinant PAFAH2, FP-rhodamine activity probe, fluorescence polarization;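 active = inhibition above the mean over all tested compounds plus 3 SD, cut at about 30% in these data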;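 note: inhibitors block probe labeling of enzyme so polarization drops; 0% = enzyme with DMSO and 100% = wells lacking PAFAH2 protein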
# core dimer inh – blocks dimerization of HCV core protein; TR-FRET GST/Flag-core106 dimerization, 1536-well; inhibition, % at 5 µM; hit rate 0.33% among 300,000;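 active = inhibition above the mean of all tested compounds plus 3 SD, set per screening campaign, cut at about 45% in these data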
#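 Assay system – GST-tagged and Flag-tagged HCV core protein residues 1-106 · Quantity – core106 proteins, GST 13.5 nM and Flag 17 nM · Benchmarks – unlabelled core106 and no-GST-core106 wells · Read-out basis – percent inhibition of core106 dimerization signal · Detection – time-resolved FRET, ex 340 nm, em 617 and 671 nm · Schedule – 4 h at 22.5 °C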
# PP5 inh – inhibitors of human protein phosphatase 5 (PP5). hit rate 0.18% among 320,000. inhibition, % at 6.7 µM. purified PP5c, OMFP substrate fluorescence;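 active = inhibition above the campaign's mean inhibition across all tested compounds plus 3 SD, cut at about 9.5% in these data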;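 note: 0% = DMSO only and 100% = 100 µM cantharidin control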
# Target sequence (P53041 whole entry, looked up): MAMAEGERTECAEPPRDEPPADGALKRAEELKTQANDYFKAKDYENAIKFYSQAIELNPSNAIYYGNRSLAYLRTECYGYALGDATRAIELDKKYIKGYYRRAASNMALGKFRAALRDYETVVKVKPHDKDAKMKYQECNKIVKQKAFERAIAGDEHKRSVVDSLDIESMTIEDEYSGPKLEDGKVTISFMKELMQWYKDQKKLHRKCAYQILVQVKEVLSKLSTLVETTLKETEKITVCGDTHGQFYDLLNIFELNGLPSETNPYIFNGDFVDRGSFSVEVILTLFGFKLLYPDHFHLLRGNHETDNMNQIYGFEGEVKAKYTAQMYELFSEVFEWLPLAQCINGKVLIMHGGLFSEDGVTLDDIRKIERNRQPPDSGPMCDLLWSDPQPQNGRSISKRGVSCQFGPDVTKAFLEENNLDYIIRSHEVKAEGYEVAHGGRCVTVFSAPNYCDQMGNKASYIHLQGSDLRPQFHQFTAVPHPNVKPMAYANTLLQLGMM
# CTSL1 counter – blocks F. hepatica cathepsin L1 in PFM18AAP counter-screen; recombinant F. hepatica cathepsin L1, Z-Leu-Arg-MCA fluorescence; inhibition, % at 5.96 µM; hit rate 0.49% among 300,000; AID 1906;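 active = inhibition above the mean of all tested compounds plus 3 SD, set per screening campaign, cut at about 17% in these data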;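 note: 0% = plate median of test compound wells and 100% = 1 µM Z-Phe-Ala-diazomethylketone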
# PP1 inh – counter-screen for PP5 inhibitors: inhibitors of human PP1-alpha. purified PP1alpha, OMFP fluorescence. inhibition, % at 6.7 µM. P62136. hit rate 0.9% among 320,000;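 active = inhibition above the mean inhibition of all tested compounds plus 3 SD, computed separately for each screening campaign, cut at about 15% in these data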
# The depositor's hits bear a star; . = not tested or not shown.
SMILES,AHR act,TPT1 inhibitor,proCasp7 act,proCasp3 act,PAFAH2 FP inh,core dimer inh,PP5 inh,CTSL1 counter,PP1 inh
CCOC(=O)C1CCN(C(=O)C(=O)N2CCC(C(=O)OCC)CC2)CC1,-2,0,4,0,6,-2,0.3,2,-1
CC(=O)NC1CCN(CC(=O)Nc2nccs2)CC1,0,-2,2,4,2,3,2.0,-2,-3
O=C(O)c1ccc(CNCc2cc(Cl)ccc2O)cc1,-1,.,17,9,1,.,-3.0,.,-2
O=C(COC(=O)CCc1ccc(S(=O)(=O)N2CCCCC2)cc1)Nc1cccc2ccccc12,-1,-2,0,0,12,10,1.5,0,1
CC(C)(C)NS(=O)(=O)c1cccc2nsnc12,4,4,6,5,.,-7,2.3,1,-1
CCSc1nc(N2CCOCC2)c2ccccc2n1,7,2,-2,3,4,8,4.5,1,-2
Oc1ccc(Br)cc1-c1nc2cnccn2c1NC1CCCC1,21,-5,1,2,4,6,5.8,10,9
CSCCNC(=O)c1ccc2nc(C3CCCCC3)oc2c1,4,3,1,5,5,-1,5.0,0,3
O=C(CSc1nc2ccccc2c(=O)n1NC(=O)c1ccccc1)c1ccc(Cl)cc1,-1,0,-35,-21,5,9,-1.1,1,2
Cc1cc(C)c(C(=O)NCCCN2CCOCC2)c(C)c1,1,-3,-9,0,2,-5,4.0,-5,3
Cc1cccc(-n2[nH]c3c4c(ccc3c2=O)C(=O)c2ccccc2C4=O)c1,15,2,-4,-12,28,-31,-0.2,5,3
Cc1nnc(N/N=C/c2ccccn2)[nH]c1=O,5,1,-2,12,0,-2,1.3,1,3
CNC(=O)COC(=O)c1ccc(NS(=O)(=O)c2ccc3c(c2)OCCO3)cc1,8,-3,6,1,0,2,-2.1,4,-2
COc1cccc(OC)c1C(=O)OCC(=O)/C(C#N)=C(\C)N,9,2,4,0,-4,-5,1.1,-5,-2
COCCN1C(=O)c2oc3c(C)cc(C)cc3c(=O)c2C1c1cccc(O)c1 (stereo not drawn),10,-2,-9,-7,-4,-3,1.8,8,-2
C=CCn1c(CCC(=O)O)ccc1-c1ccccc1,1,4,-9,-5,3,4,1.3,4,-7
Cc1ccccc1CS(=O)(=O)Cc1ccc(C(=O)NCc2cccnc2)o1,1,0,0,0,2,-2,1.3,1,-2
C=CCOc1ccc(CN(C)C(=O)C2CCCO2)cc1 (stereo not drawn),-2,2,10,4,-2,7,-3.0,-2,-3
CN(C)S(=O)(=O)c1c(Cl)cccc1Cl,1,-2,0,4,-2,-1,-1.9,3,-7
O=C(Nc1cccnc1)c1c(O)c2cccc3c2n(c1=O)CC3,32,1,4,0,3,2,-1.3,3,-6
O=C(CN1CCN(c2ccccc2)CC1)Nc1ccc(F)cc1,-1,2,-2,4,0,0,-0.8,-5,-3
O=C(CN1CCN(c2ccc(F)cc2)CC1)Nc1ccc(S(=O)(=O)N2CCOCC2)cc1,3,-2,-6,10,0,3,0.7,-4,1
CC1(C)Cc2c(sc(NC(=O)C(=O)N3CCCCC3)c2C(=O)O)CO1,10,5,-1,-2,3,-15,-1.9,3,-3
Brc1ccc(-c2nc(N/N=C/c3cccnc3)c3ccccc3n2)cc1,43,-3,0,-2,-27,6,2.4,3,-2
Oc1ccc(/C=N/Nc2ccnc3cc(Cl)ccc23)c(O)c1,2,16,0,-5,-5,-12,4.1,1,4

# The last five compounds of the part before lead into the next.
SMILES,AHR act,TPT1 inhibitor,proCasp7 act,proCasp3 act,PAFAH2 FP inh,core dimer inh,PP5 inh,CTSL1 counter,PP1 inh
O=C(CN1CCN(c2ccccc2)CC1)Nc1ccc(F)cc1,-1,2,-2,4,0,0,-0.8,-5,-3
O=C(CN1CCN(c2ccc(F)cc2)CC1)Nc1ccc(S(=O)(=O)N2CCOCC2)cc1,3,-2,-6,10,0,3,0.7,-4,1
CC1(C)Cc2c(sc(NC(=O)C(=O)N3CCCCC3)c2C(=O)O)CO1,10,5,-1,-2,3,-15,-1.9,3,-3
Brc1ccc(-c2nc(N/N=C/c3cccnc3)c3ccccc3n2)cc1,43,-3,0,-2,-27,6,2.4,3,-2
Oc1ccc(/C=N/Nc2ccnc3cc(Cl)ccc23)c(O)c1,2,16,0,-5,-5,-12,4.1,1,4
O=C1NC(=S)/C(=C\c2ccc(-c3ccccc3Cl)o2)S1,3,8,-38,-40,41*,5,1.8,4,12
CCN(CC(=O)NC1CCS(=O)(=O)C1)S(=O)(=O)c1ccc(C)cc1C (stereo not drawn),-3,-1,-5,5,-5,1,5.1,-6,-2
Cc1c(N2C(=O)C(C)SC23C(=O)Nc2ccccc23)c(=O)n(-c2ccccc2)n1C (stereo not drawn),2,1,9,-1,4,1,2.3,1,-4
COCc1c(C(=O)NC2CCCCC2)sc2cccc(F)c12,-6,.,-8,-2,6,.,4.1,.,-5
CN(NS(=O)(=O)c1ccc(Cl)cc1)c1nc(C(F)(F)F)nc2ccccc12,9,4,2,1,2,-2,0.6,3,5
O=C(Nc1nnc(C2=COCCO2)o1)c1ccc([N+](=O)[O-])cc1,3,3,-4,8,-6,-3,1.7,-2,1
CCC(=O)N1CCc2cc(Br)cc(S(=O)(=O)N3CCCCCC3)c21,1,-1,2,-10,11,-4,5.8,-3,-4
CCn1cc(C(=O)N2CC(C)CC(C)C2)c(=O)c2cc(S(=O)(=O)N3CCCC3)ccc21 (stereo not drawn),1,-2,8,1,-2,-3,1.0,7,-3
Nc1c(S(=O)(=O)c2ccccc2)nnn1-c1ccccc1,-1,-2,6,-2,-2,14,-2.8,3,-3
O=S1(=O)CC(O)C(N2CCC(c3ccccc3)CC2)C1 (stereo not drawn),-2,-3,-2,0,2,11,0.1,-5,-4
Oc1ccccc1C=NCCCCCCN=Cc1ccccc1O,1,1,-3,-1,7,-4,0.0,1,-3
COc1ccc(N2C(=NC(=O)CCCc3ccccc3)SC3CS(=O)(=O)CC32)cc1 (stereo not drawn),5,0,8,2,0,6,-2.7,0,-3
COc1ccc(C(c2nnnn2Cc2ccccc2)N2CCN(c3ccccc3)CC2)cc1 (stereo not drawn),-1,1,0,-6,4,14,0.9,9,0
CN(CCO)c1cc(N(C)CCO)c([N+](=O)[O-])cc1[N+](=O)[O-],-1,0,-10,8,0,-1,1.3,5,-2
Cn1cccc1C(=O)Nc1nc(-c2ccccn2)cs1,42,-1,-18,0,2,2,5.5,2,32*
COc1cc2cc(C(=O)Nc3ccccc3)c(N)nc2cc1OC,48*,-3,0,1,8,1,1.5,1,-2
CCc1nnc(NC(=O)CSc2ccc(-c3nc4ccc(C)cc4[nH]3)cn2)s1,66*,3,13,-1,-14,9,1.6,-2,8
Cc1ccc(N(C(=O)c2ccc3c(c2)OCO3)C2C=CS(=O)(=O)C2)cc1 (stereo not drawn),1,-2,7,-3,1,0,2.1,-3,-2
Nc1nc(SCc2ccc([N+](=O)[O-])cc2)c2ncn(C3OC(CO)C(O)C3O)c2n1 (stereo not drawn),-2,6,3,-7,-1,-4,-2.9,-1,-1
COC(=O)/C(C#N)=C/c1ccc(-c2ccc(S(N)(=O)=O)cc2)o1,0,7,-2,-3,0,-5,-1.5,-2,-2
CC1C/C(=N/NC(=O)c2cccs2)CC(C)(C)C1 (stereo not drawn),5,-3,3,-10,7,-4,-1.4,1,-1
O=C1CCCc2[nH]c(-c3ccccc3)nc21,32,-1,8,4,-2,2,3.8,1,5
CCc1ccccc1NC(=O)C(C)n1nc([N+](=O)[O-])c(Br)c1C (stereo not drawn),1,0,8,6,3,6,-0.8,4,-2
O=C(CSc1nc2ccccc2c(=O)n1-c1ccccc1)N1CCc2ccccc21,1,-2,7,11,-5,27,-0.7,0,0
O=C(O)C1=C[C@@H](c2coc3ccccc3c2=O)C[C@@H](OCCCCO)O1,4,-1,-3,-4,1,-4,3.3,-1,-1

# The list goes on:
SMILES,AHR act,TPT1 inhibitor,proCasp7 act,proCasp3 act,PAFAH2 FP inh,core dimer inh,PP5 inh,CTSL1 counter,PP1 inh
Cc1ccn(C(=O)c2ccc(NC(=O)C3CC3)cc2)n1,-1,2,3,3,63*,-1,1.6,-6,-3
CCC/C(C(=O)NCCO)=C1/c2ccccc2C(=O)N1c1ccccc1,10,.,-1,3,-3,.,.,.,.
O=C(NC1CCCC1)c1cc(S(=O)(=O)N2CCOCC2)c(Cl)cc1Cl,0,-1,4,5,1,0,-1.3,-2,-3
CCc1nnc(NC(=O)CSc2nnc(-c3cc4ccccc4cc3O)n2CC)s1,1,1,2,-7,5,0,2.8,-4,-1
CCN(CC(=O)Nc1ccccc1C(F)(F)F)C(=O)c1ccccc1Cc1ccccc1,-1,1,2,-4,-8,1,1.5,1,1
O=C(COc1ccc(/C=N/NC(=O)c2ccccc2)cc1)Nc1ccc([N+](=O)[O-])cc1,5,2,7,6,-7,-3,-1.9,4,10
CC(C)OCCCn1c(SC(C)C(=O)NC2CC2)nc2ccccc2c1=O (stereo not drawn),2,-2,-2,-1,4,7,1.2,1,-3

# Compounds shown so far containing a COOH group, in the order listed:
SMILES,AHR act,TPT1 inhibitor,proCasp7 act,proCasp3 act,PAFAH2 FP inh,core dimer inh,PP5 inh,CTSL1 counter,PP1 inh
O=C(O)c1ccc(CNCc2cc(Cl)ccc2O)cc1,-1,.,17,9,1,.,-3.0,.,-2
C=CCn1c(CCC(=O)O)ccc1-c1ccccc1,1,4,-9,-5,3,4,1.3,4,-7
CC1(C)Cc2c(sc(NC(=O)C(=O)N3CCCCC3)c2C(=O)O)CO1,10,5,-1,-2,3,-15,-1.9,3,-3
O=C(O)C1=C[C@@H](c2coc3ccccc3c2=O)C[C@@H](OCCCCO)O1,4,-1,-3,-4,1,-4,3.3,-1,-1

# Random draw from the library. Share with any hit: about 5.6%.
